High-throughput results as filed in PubChem.
Growth percent in the NCI-60 one-dose screen (48 h, 10 µM unless noted): 100 = growth as untreated, 0 = no growth, -100 = all killed.
UACC-257 = UACC-257 melanoma; hit rate 4.4% among 78,000; AID 1794764
HS 578T = HS 578T breast cancer. hit rate 4.1% among 78,000. AID 1794788
BT-549 = BT-549 breast cancer; hit rate 4.4% among 78,000; AID 1794793
T-47D = T-47D breast cancer | hit rate 5% among 79,000 | AID 1794792
MALME-3M = MALME-3M melanoma; hit rate 5.8% among 78,000; AID 1794766
SK-MEL-2 = SK-MEL-2 melanoma; hit rate 4.7% among 77,000; AID 1794763
UACC-62 = UACC-62 melanoma | AID 1794756 | hit rate 5.4% among 81,000
SK-MEL-28 = SK-MEL-28 melanoma; hit rate 4.1% among 81,000; AID 1794761
The depositor's hits bear a star; · = no result given; & = joins results of further samples. How the source made its calls: active means growth percent below 10; inactive means the rest. Not a hit list. About 10% of those tested had a hit in this group.

nr	SMILES	UACC-257	HS 578T	BT-549	T-47D	MALME-3M	SK-MEL-2	UACC-62	SK-MEL-28
1	O=C(CN1CCN(c2cc3c(cc2F)c(=O)c(C(=O)O)cn3C2CC2)CC1)Nc1ccc(C(=O)/C=C/c2ccc(Cl)cc2)cc1	103	108	91	106	100	113	93	96
2	OCc1cc(CN2CCOCC2)c(O)c2ncccc12	90	98	79	87	102	102	94	90
3	COc1cc2c(cc1OCCCCCn1c(-c3ccc(OCc4ccccc4)cc3)nc3cc(N4CCOCC4)ccc31)N=C[C@@H]1CCCN1C2=O	·	12	1.7*	19	-30*	-40*	-77*	-19*
4	CCCCCCCCCCCCCCCCNC(=S)N/N=C/c1ccc(OC)cc1	99	107	104	103	103	107	93	109
5	Nc1cc(OCC(=O)O)c(Cl)cc1Cl	98	96	101	107	101	115	101	·
6	Cc1ccc(S(=O)(=O)OC(CI)C2OC(c3ccccc3)OC3COC(c4ccccc4)OC32)cc1 (centres undefined)	100	81	·	·	108	83	·	105
7	O=C(CSc1nnc(-c2ccc(Cl)cc2)n1-c1ccccc1)Nc1ccc(C(=O)/C=C/c2ccc(Cl)cc2)cc1	102	90	91	92	109	103	86	119
8	c1ccc(-c2c(-c3ccccc3)[n+](Cc3ccc4ccccc4c3)cn2Cc2ccc3ccccc3c2)cc1	-84*	-28*	-82*	-74*	-82*	-79*	-73*	-91*
9	COc1cc(OC)cc(-n2cc(-c3ccc(Cl)c(Cl)c3)[nH]c2=S)c1	86	·	112	87	76	97	96	107
10	Cc1ccc(-c2ccnc3c2c(=O)[nH]c(=O)n3CCc2ccccc2)cc1	114	·	103	88	125	95	81	104
11	CCCOC(=O)CSC#N	93	97	105	·	105	111	104	113
12	CCN(CC)Cc1cc(Cc2ccccc2)ccc1O	113	106	103	96	94	127	94	102
13	O=C(c1ccccc1)C1OC1(CBr)c1ccccc1 (centres undefined)	84	96	108	86	99	82	88	114
14	COc1cc(C2CC(c3ccccc3)=NN2C(C)=O)cc(OC)c1OC (centres undefined)	64	48	·	34	·	48	45	59
15	Oc1nc(NCCN2CCOCC2)sc1/C=C1\C=Nc2ncccc21	100	73	72	88	138	98	118	105
16	O=C(CN1CCCCC1)Nc1nc2ccc(NCc3ccc([N+](=O)[O-])cc3)cc2s1	93	105	83	53	102	110	78	103
17	FC(F)(F)c1cccc(/C=C/c2nn3c(Cc4ccccc4)nnc3s2)c1	101	97	105	91	100	127	94	106
18	CC1=COC(C)(COC(=O)C2(C)CCC(C)=CO2)CC1 (centres undefined)	121	·	106	97	119	102	100	112
19	CCn1c2ccccc2c2cc(NC(=O)Nc3ccc([N+](=O)[O-])cc3C)ccc21	20	53	79	29	65	53	39	67
20	Cc1cc(C)c(O)c(C(=O)CC(Br)C(=O)O)c1 (centres undefined)	96	107	98	93	111	90	96	101
21	Cc1ccc2nc(-c3ccc(C(=O)N/N=C/c4ccc([N+](=O)[O-])cc4)cc3)[nH]c2c1	108	105	106	91	92	116	97	112
22	COc1ccc(-c2nc(SCCC(C)C)nc(N/N=C\c3ccc(F)cc3)c2C#N)cc1	109	93	109	79	96	111	98	113
23	COc1ccc(C(=O)c2c(-c3[nH]c4ccccc4c3C(=O)c3ccc(OC)cc3)[nH]c3ccccc23)cc1	101	59	115	92	92	106	82	95
24	Cc1nn(-c2ccc(Br)cc2)c2nc3c(nc12)C(=O)C(=O)c1ccccc1-3	99	105	95	91	91	102	91	96
25	O=C(Nc1ccccc1)Nc1ncnc2c1ncn2-c1ccc(Cl)cc1	109	80	102	64	72	107	89	95
26	CCOC(=O)c1[nH]c(C#N)c(C(=O)OCC)c1C	104	124	109	97	109	104	91	112
27	Cc1c(-c2cnc3ccc(Cl)cc3c2C(=O)O)nnn1-c1ccc(Cl)cc1	96	109	82	88	100	100	83	105
28	O[C@@H]1Cc2cc(Br)c3ccccc3c2N[C@H](c2ccco2)C1	88	·	66	78	94	113	65	109
29	COc1cc(-c2nnc(SCc3cccnc3)n2-c2ccc3c(c2)OCO3)cc(OC)c1OC	95	88	86	85	92	96	77	102
30	CC(=O)Nc1ccc(Nc2cc(S(=O)(=O)O)c(N)c3c2C(=O)c2ccccc2C3=O)cc1	118	113	97	112	112	78	98	125
31	CN1CC[C@@H]2[C@@]3(C)CC[C@H](O)C(C)(C)[C@@H]3CC[C@@]2(C)[C@]2(C)CC[C@@]3(CO)CCC(C)(C)C[C@@H]3C12 (some centres undefined)	49	79	97	80	84	102	93	88
32	Cc1nc2ccccc2c(/C=C/c2ccccc2)c1C(=O)/C=C/c1ccc(C(F)(F)F)cc1	-22*	-11*	-26*	-15*	-61*	-22*	-52*	-67*
33	O=[N+]([O-])c1ccc(S(=O)(=O)N2CCN(c3ccccc3)CC2)cc1	87	95	92	91	97	104	82	99
34	NC(Cc1ccccc1)S(=O)(=O)O (centres undefined)	97	108	97	87	98	96	95	106
35	CC(Oc1ccc(C(=O)NS(=O)(=O)C(C)(C)C)cc1C(F)(F)F)c1ccc(Oc2cccnc2)cn1 (centres undefined)	99	109	108	110	91	100	100	107
36	CS(=O)(=O)Nc1cc(-c2ccc3ncc(C#N)c(NCc4cccc(F)c4)c3c2)cnc1Cl	1.5*	-25*	-17*	0.6*	-36*	-63*	-20*	4.6*
37	CCCCCNc1ccc(C#N)c(OCCN2CCCCC2C)c1 (centres undefined)	99	93	65	80	91	88	94	99
38	CCOC(=O)C(=O)/C(=C/n1c(=S)[nH]c2ccc([N+](=O)[O-])cc21)C(=O)OCC	104	95	108	100	110	119	101	116
39	Cc1ccc2c(c1)=C(c1sc(=Nc3ccccc3)n(Cc3nc4ccccc4[nH]3)c1O)C(=O)N=2	89	104	103	91	111	122	100	101
40	CCC(=O)OCCOc1ccc(C(C)(C)C)cc1	104	104	·	106	120	·	99	106
41	Nc1ncnc2c1ncn2C(C=O)OC(C=O)CO (centres undefined)	100	101	84	77	81	88	83	72
42	CN(C(=S)Nc1ccccc1)c1ccccc1	87	112	104	92	108	100	91	95
43	Cc1cccc(-n2c(Cn3nc(C)cc3-c3ccc(Cl)cc3)nnc2SCC(=O)Nc2ccc(S(N)(=O)=O)cc2)c1	106	100	122	83	99	101	82	99
44	CC(C)(C)OC(=O)N/N=C/c1ccc2c(c1)CCC2	110	116	124	89	110	113	91	106
45	O=C(COc1ccc(/C=C2\Oc3ccccc3C2=O)cc1)c1ccc(Cl)cc1	117	112	121	99	111	83	88	120
46	N#C/C(=C\c1ccc(Br)cc1)C(N)=O	106	100	111	99	106	104	97	106
47	C(=N\Nc1nnc2n1N=C(c1ccccc1)CS2)/c1ccc(-c2ccccc2)cc1	81	126	96	62	98	101	76	100
48	Cc1ccc(S(=O)(=O)OCCO[C@H]2Cc3cc4ccc(=O)oc4cc3OC2(C)C)cc1	96	94	89	79	92	101	78	106
49	c1ccc(-c2csc(CN3CCCCC3)n2)cc1	98	103	99	96	112	101	98	110
50	NC(=S)N/N=C/c1cc([N+](=O)[O-])ccc1Cl	104	110	103	105	107	103	106	116
51	CC(CC(=S)N1CCOCC1)CC(C)(C)C (centres undefined)	112	106	104	103	108	114	102	115
52	CC(=O)Nc1ccc(S(=O)(=O)N=[N+]=[N-])cc1	103	·	96	98	96	110	99	104
53	COc1ccc(NC(=O)c2ccoc2COc2ccccc2)cc1	100	100	92	95	100	98	83	95
54	O=C1OC(C(O)C(O)CO)C(O)C1O (centres undefined)	100&103	108&108	88&103	92&107	97	107&129	103&99	107&102
55	O=C1Nc2cc(-c3ccc(NC(=O)c4ccccc4)cc3)ccc2/C1=C/c1ccc[nH]1	110	115	89	36	102	102	98	119
56	CSC(=O)/C(CCC=C(C)C)=C1\[C@@H](OC(C)=O)C[C@@]2(C)[C@H]1CC(=O)[C@H]1[C@@]3(C)CCC(=O)[C@@H](C)[C@@H]3CC[C@@]12C	100	92	105	87	93	107	95	108
57	C/C(=C(/C)C1CC1CCNS(=O)(=O)c1ccc(C)cc1)c1ccccc1 (centres undefined)	94	103	105	82	·	107	77	103
58	CCN(CC)CCCCCNc1cc(OC(C)=O)cc2cccnc12	94	94	101	60	114	111	102	135
59	O=C1CC2CC=CCN2C=C1c1ccc(F)cc1 (centres undefined)	83	101	105	96	100	93	102	111
60	COc1cc(C)cc2oc3oc(=O)c(-c4csc(-c5c[nH]c6ccccc56)n4)cc3c(=O)c12	109	102	100	·	104	116	97	116

Full records as entered above. Order of values: UACC-257	HS 578T	BT-549	T-47D	MALME-3M	SK-MEL-2	UACC-62	SK-MEL-28
Cc1cccc(-n2c(Cn3nc(C)cc3-c3ccc(Cl)cc3)nnc2SCC(=O)Nc2ccc(S(N)(=O)=O)cc2)c1 in the list: 106	100	122	83	99	101	82	99
CC(=O)Nc1ccc(S(=O)(=O)N=[N+]=[N-])cc1 in the list: 103	·	96	98	96	110	99	104

The listing continues:
nr	SMILES	UACC-257	HS 578T	BT-549	T-47D	MALME-3M	SK-MEL-2	UACC-62	SK-MEL-28
61	CC[C@H](Nc1ncnc2nc[nH]c12)c1nc2cccc(CCCCNC(=O)NO)c2c(=O)n1-c1ccccc1	69	75	52	51	62	98	57	86
62	COCCOC(=O)C1=C(C)NC(=S)NC1c1ccc2c(c1)OCO2 (centres undefined)	90	104	109	95	108	93	102	114
63	C/C(Cc1ccc(Cl)cc1)=C(/c1ccc(Cl)cc1)c1ccc(OCCN)cc1	107	92	118	92	91	·	95	99
64	COC(=O)[C@H](CC(C)C)NC(=O)C1(C)CCC[C@]2(C)[C@H]3C[C@H]4C(C(C)C)=C[C@]3(CC[C@@H]12)[C@@H]1C(=O)CCC(=O)[C@@H]14 (some centres undefined)	92	89	101	84	90	95	87	96
65	CC(=O)OC(c1ccccc1)C1CCOC1=O (centres undefined)	102	111	120	106	107	96	87	113
66	O=C(Oc1ccccc1-c1ccccc1)c1ccc(Cl)cc1	111	110	102	100	·	110	106	113
67	C#CCSc1nc2sc3c(c2c(=O)n1-c1ccc([N+](=O)[O-])cc1)CCCCC3	97	98	109	81	96	97	73	113
68	C#CCn1cc(/C=N/Nc2nc(-c3ccc(OC)cc3)cs2)c2ccccc21	103	89	108	75	96	109	87	100
69	Cc1c(C(=O)/C=C/Oc2ccc(S(N)(=O)=O)cc2)sc2nc3ccccc3n12	102	109	105	102	110	123	100	108
70	S=c1[nH]nc(-c2cc3ccc2CCc2ccc(cc2)CC3)n1-c1ccccc1	103	116	108	89	100	105	76	99
71	CC(C)N(C(C)C)P(=O)(OP(=O)(c1ccc([N+](=O)[O-])cc1)N(C(C)C)C(C)C)c1ccc([N+](=O)[O-])cc1 (centres undefined)	105	113	87	·	96	113	103	110
72	CCOC(=O)C(C(C)=O)c1nc2sc3cc(Cl)c(Cl)cc3n2c(=O)c1C#N (centres undefined)	118	114	·	78	96	108	86	125
73	NS(=O)(=O)c1ccc(NC(=O)N2CCN(c3ccc(Cl)c(Cl)c3)CC2)cc1	85	92	84	54	122	96	74	93
74	C=CCn1c(SCC(=O)Nc2ccc(C(=O)/C=C/c3ccc(C)cc3)cc2)nnc1-c1c[nH]c2ccccc12	112	97	107	70	95	97	68	96
75	O=c1[nH]c2ccccc2cc1CNc1ccc(Nc2nccc(-c3ccc4ccccc4c3)n2)cc1	98	82	102	67	100	93	101	107
76	CC(C)(C)NC(=O)C1CSC2(C(=O)N(Cc3ccccc3)c3ccccc32)N1C(=O)C1CCCCC1 (centres undefined)	85	88	99	62	97	89	70	100
77	CCCCCCCCCCCCCCCCNC(=S)N/N=C/c1ccc(OC)c(OC)c1	106	114	115	97	125	94	98	118
78	CN1C(=O)C(C2=NN(C=O)C(c3ccc(Cl)cc3)C2)C(=O)N(C)C1=O (centres undefined)	52	·	87	51	73	·	41	77
79	CCOc1ccc(-c2[nH]ncc2-c2ccc(OC)cc2)c(O)c1	94	73	113	·	85	·	73	80
80	O=[N+]([O-])c1ccc(O)cc1C(F)(F)F	83	70	94	98	132	118	82	107
81	CCCC1=CC(=O)CCC1	89	105	102	93	·	98	95	108
82	OCc1ccccc1SSc1ccccc1CO	92	96	99	91	100	100	94	106
83	O=c1cc(-c2ccc(Cl)cc2)[nH]n1-c1nc2ccccc2s1	103	106	108	·	96	·	99	104
84	O=C1c2ccccc2C(=O)C2C(=O)c3ccccc3C(=O)C12 (centres undefined)	112	109	101	91	106	106	96	122
85	CNc1ccc(Cl)cc1S(=O)(=O)c1ccccc1[N+](=O)[O-]	90&76	97	87&79	69&86	91&78	86&103	70&61	96
86	CCOC(=O)c1sc(NC(=O)c2ccc(C)cc2)nc1C	91	102	100	81	90	97	·	·
87	CCCCCCCCCc1cc(CN2CCCCC2)c(O)c(CN2CCCCC2)c1	59	73	70	20	75	87	73	74
88	CC(=O)OCC(=O)c1ccccc1	109	106	114	107	106	110	102	117
89	Cn1cnc([N+](=O)[O-])c1Sc1n[nH]c(N)n1	97	86	95	104	·	97	97	98
90	CC(C)CC1NC(C)(C)CO1 (centres undefined)	112	142	116	·	124	113	106	111

Of the compounds above, these have a CF3 group.
nr	SMILES	UACC-257	HS 578T	BT-549	T-47D	MALME-3M	SK-MEL-2	UACC-62	SK-MEL-28
17	FC(F)(F)c1cccc(/C=C/c2nn3c(Cc4ccccc4)nnc3s2)c1	101	97	105	91	100	127	94	106
32	Cc1nc2ccccc2c(/C=C/c2ccccc2)c1C(=O)/C=C/c1ccc(C(F)(F)F)cc1	-22*	-11*	-26*	-15*	-61*	-22*	-52*	-67*
35	CC(Oc1ccc(C(=O)NS(=O)(=O)C(C)(C)C)cc1C(F)(F)F)c1ccc(Oc2cccnc2)cn1 (centres undefined)	99	109	108	110	91	100	100	107
80	O=[N+]([O-])c1ccc(O)cc1C(F)(F)F	83	70	94	98	132	118	82	107
